Screening data (PubChem BioAssay)
GlmU inhibition = inhibition of mycobacterial GlmU enzyme – biochemical, glucosamine-1-phosphate acetyltransferase (AID 1376). M. tuberculosis GlmU acetyltransferase enzyme assay; higher % means a stronger effect. inhibition, %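 (tested at 30 µM in the primary screen)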; hits with a dose series show IC50 in µM. 220,000 tested, 0.25% active; in the data active = inhibition above about 13%;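 also: 0% = complete reaction with vehicle and 100% = reaction without substrate; strong numbers were not always called active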
RmlCD inh 1536 = blocks M. tuberculosis RmlC and RmlD coupled enzymes; RmlC+RmlD coupled enzyme assay, percent inhibition; primary screen in compound mixtures; P9WH09+P9WH11; AID 1533; inhibition, % at 3.6 µM; 160,000 tested, 0.03% active; in the data active = inhibition mostly above about 34%, no sharp cut-off; also: some results filed as inactive read as strong as hits
Target sequence (P9WH09 whole entry, looked up): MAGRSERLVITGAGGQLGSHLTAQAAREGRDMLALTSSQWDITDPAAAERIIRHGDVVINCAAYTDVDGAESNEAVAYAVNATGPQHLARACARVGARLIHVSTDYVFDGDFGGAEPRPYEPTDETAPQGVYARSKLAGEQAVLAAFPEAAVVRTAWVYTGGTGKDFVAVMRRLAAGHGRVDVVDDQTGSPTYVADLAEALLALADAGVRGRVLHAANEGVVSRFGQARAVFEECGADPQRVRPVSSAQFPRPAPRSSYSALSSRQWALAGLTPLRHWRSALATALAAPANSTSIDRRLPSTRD
Target sequence (P9WH11 whole entry, looked up): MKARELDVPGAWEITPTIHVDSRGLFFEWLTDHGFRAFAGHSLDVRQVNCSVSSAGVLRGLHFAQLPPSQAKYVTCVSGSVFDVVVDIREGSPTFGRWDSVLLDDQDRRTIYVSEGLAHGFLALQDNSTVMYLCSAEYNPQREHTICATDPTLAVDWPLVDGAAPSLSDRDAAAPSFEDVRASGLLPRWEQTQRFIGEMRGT
Active calls of the source: *; nt = no result given. Some of the compounds tested; count on the stated rates, not on these rows.

Compound,GlmU inhibition,RmlCD inh 1536
Cc1ccc(Sc2ccc(C(=O)NC(C)C)cc2[N+](=O)[O-])cc1,2.2%,nt
O=C1COc2ccc(C(=O)COC(=O)c3ccco3)cc2N1,-6.8%,-6
O=C(c1nc2ccccn2c1CN1CCCC(OCc2ccccc2)C1)N1CCCC1 (stereo not given),-2.8%,-5
COc1cc(NC(=O)Cn2ccsc2=N)cc(OC)c1,-2.6%,-5
O=C(Nc1nc(-c2ccc(F)c(F)c2)cs1)c1cc([N+](=O)[O-])ccc1N1CCOCC1,-3.1%,2
COC(=O)c1c(N)nc(C)n1-c1ccc(OC)cc1,1.3%,nt
C/C(=C\c1ccccc1)C(=O)Nc1nc2ccc([N+](=O)[O-])cc2s1,3.3%,-11
Fc1ccc(/C=N/Nc2nnnn2-c2ccccc2)cc1,-0.3%,-6
CCN(CC)c1ccc(NC(=O)CN2CCN(c3nc(C)cc(C)n3)CC2)cc1,-0.9%,9
O=C1CS/C(=N\c2ccccn2)N1C1CCCCC1,-3.5%,nt
COc1ccc(C(=O)Nn2cnnc2)cc1,-5.7%,nt
C=CCN1C(=O)C2C(C(=O)NCc3ccccc3)C3(C)C=CC2(O3)C1C(=O)NC(C)(C)C (stereo not given),-3.3%,4
Cc1cc(C)cc(-n2nnnc2-c2cn(C)nc2C(F)(F)F)c1,-5.1%,10
CCn1c(SCCC(C)C)nnc1-c1c[nH]c2ccccc12,-4.5%,-5
O=C1CC(NCCN2CCOCC2)C(=O)N1Cc1ccc(N2CCCC2=O)cc1 (stereo not given),-3.2%,3
COc1ccc(NC(=O)C2CCN(S(=O)(=O)c3ccc(C)cc3)CC2)cc1OC,-11%,nt
O=C(c1ccccc1)c1ncc(C(F)(F)F)cc1Cl,-1.8%,1
CC(=O)Nc1ccc(Nc2c3c4c(cccc4n(C)c2=O)C(=O)c2ccccc2-3)cc1,-3.2%,5
CCOC(=O)c1sc(NC(=O)CSc2nc3c(c(=O)n2-c2ccccc2)SCC3)c(C(=O)OCC)c1C,-4.1%,nt
CCOC(=O)C=C(C(=O)OCC)C(=O)OCC,-3.8%,-8
Cc1noc(C)c1CSc1nnc2ccc3ccccc3n12,0.1%,-8
CC1(C)C2([N+](=O)[O-])CN3CC1([N+](=O)[O-])CN(C2)C3c1ccccn1 (stereo not given),5.9%,4
COc1ccc(NC(=O)C2CCCN(S(=O)(=O)c3cccc4nonc34)C2)c(OC)c1 (stereo not given),-0.3%,nt
CCOc1ccc(OCC)c(S(=O)(=O)NCc2cccnc2)c1,2.8%,12
COCCCNC(=S)NCCNc1nc2cc(C)c(C)cc2cc1C#N,-2.6%,-5

Part of the list above, with values under each structure:
Each structure is followed by: GlmU inhibition, RmlCD inh 1536
- Cc1noc(C)c1CSc1nnc2ccc3ccccc3n12
→ 0.1%, -8
- O=C(Nc1nc(-c2ccc(F)c(F)c2)cs1)c1cc([N+](=O)[O-])ccc1N1CCOCC1
→ -3.1%, 2
- CCOc1ccc(OCC)c(S(=O)(=O)NCc2cccnc2)c1
→ 2.8%, 12
- COC(=O)c1c(N)nc(C)n1-c1ccc(OC)cc1
→ 1.3%, nt
- COc1ccc(C(=O)Nn2cnnc2)cc1
→ -5.7%, nt

(listing goes on)
Compound,GlmU inhibition,RmlCD inh 1536
O=C(c1nsnc1-c1ccccc1O)N1CCCCC1,-4.9%,-3
CCCCOC(=O)c1ccc(NC(=O)c2ccc(F)cc2F)cc1,-0.8%,nt
Cc1ccc(/C=N/n2c(COc3ccccc3)n[nH]c2=S)s1,3.0%,nt
CCN(CC)C(=O)c1ccccc1NC(=O)c1ccccc1C,2.3%,3
COc1ccc(OCc2nc(C#N)c(N3CCN(c4ccc(OC)cc4)CC3)o2)cc1,-7.6%,6
COc1ccc2nc(COC(=O)c3cccs3)c(C(C)=O)[n+]([O-])c2c1,-2.3%,-6
NNc1nnnc2c1sc1nc(N3CCOCC3)c3c(c12)CCCC3,-4.2%,-8
CCOC(=O)C(C)N1N=C(/C=C/c2ccc(C)cc2)CCC1=O (stereo not given),4.2%,6
CC(C)Oc1ccc(C(=O)NC2CCS(=O)(=O)C2)cc1 (stereo not given),0.5%,nt
CCOC(=O)c1ccc(Nc2ccc([N+](=O)[O-])cn2)cc1,3.4%,nt
CCCCC(=O)NCCNc1nc2c(c(=O)n(C)c(=O)n2C)n1Cc1ccccc1,-7.4%,nt
O=C(O)C[C@H]1c2cc(C(F)(F)F)ccc2S(=O)(=O)N1Cc1ccccc1,1.6%,nt
C/C(Cc1ccccc1)=N\NC(=O)CNC(=O)c1ccc(Cl)cc1Cl,-1.9%,32
Nc1nncn1C(=O)c1cccs1,5.6%,-8
COc1ccccc1N1CCN(C(CNS(=O)(=O)c2cccs2)c2cccnc2)CC1 (stereo not given),-1.0%,nt
COc1ccc(/C=N/Nc2ccc(C(F)(F)F)cc2[N+](=O)[O-])cc1O,-1.2%,nt
COC(=O)C1=C(C)N(C)C(=S)NC1c1c(OC)ccc2ccccc12 (stereo not given),-2.1%,0
Cc1ccc(CNC(=O)CN2CCC(C(N)=O)CC2)cc1,-2.7%,-6
O=C1[C@H]2CCCC[C@H]2C(=O)N1CCCCN1CCN(c2nsc3ccccc23)CC1,3.5%,nt
COC(=O)CNC(=O)C(C)NC(=O)CNC(=O)OCc1ccccc1 (stereo not given),-2.1%,nt
CC(C)(C)NC(=S)Nc1ccc(Br)cc1,1.1%,29
Nc1nnc(Cc2ccc(Cl)cc2Cl)s1,6.3%,-8
CC(C)C(NC(=O)c1ccc(Cl)cc1)C(=O)O (stereo not given),-2.5%,-9
Cn1cnnc1SCCC(=O)Nc1ccc(Cl)cc1,3.1%,nt
COc1ccc(CNC(=O)C(C)N2C(=O)COc3ccc(C)cc32)c(OC)c1 (stereo not given),0.3%,-11
O=C(NC1(O)C(=O)c2ccccc2C1=O)c1ccc(C(F)(F)F)cc1,0.7%,-2
CCN(c1ccccc1)S(=O)(=O)c1ccc(Cl)c(C(=O)OCC(=O)c2[nH]c(C)c(C(C)=O)c2C)c1,-1.2%,4
COCCNC(=S)N1CCc2cc(OC)c(OC)cc2C1COc1ccc(F)cc1 (stereo not given),-1.3%,-11
CCC(C)c1ccc(NC(=O)C2CCN(c3ncccn3)CC2)cc1 (stereo not given),0.2%,nt
CCOCCSc1nc2c(c(=O)[nH]c(=O)n2C)n1CCCc1ccccc1,1.8%,62
Cc1ccc(N/C=C/C(=O)c2cccs2)cc1C,-3.0%,nt
CCOC(=O)CN1C(=O)S/C(=C/c2cccc([N+](=O)[O-])c2O)C1=O,5.1%,2
CCOC(=O)c1sc(=NC(=O)c2ccc(C)c(C)c2)n(C)c1C,-3.2%,7
O=C1CN(C(=O)c2ccc(Cl)c(S(=O)(=O)N3CCc4ccccc43)c2)c2ccccc2N1,0.8%,nt
Cc1ccc(-c2nc(C3CCCN(S(=O)(=O)c4ccc(C(F)(F)F)cc4)C3)no2)cc1 (stereo not given),0.8%,nt
O=C1CSC(=S)N1c1cccnc1,4.6%,nt
Cc1nc2cc(NC(=O)NCCC3=CCCCC3)ccc2o1,2.5%,1
COc1ccc(OC)c(C(=O)NC(CC(N)=O)c2ccc(NCCN3CCOCC3)c([N+](=O)[O-])c2)c1 (stereo not given),-0.6%,nt
O=C(OCc1cc(=O)n2cc(Br)ccc2n1)C1COc2ccccc2O1 (stereo not given),3.3%,0
C/C(CC(=O)Nc1ccc(Cl)c(Cl)c1)=N\NC(N)=S,3.7%,4
Cc1cccc(N2CCN(CCc3ccccc3)CC2)c1C,nt,0
CCN(Cc1nc2cc(OC)c(OC)cc2c(=O)[nH]1)C(=O)c1ccc(S(=O)(=O)N(C)C)cc1,-7.7%,11
CCCOc1ccc(N2C(=O)CC(N(Cc3ccc(S(N)(=O)=O)cc3)C(=O)CC)C2=O)cc1 (stereo not given),1.1%,nt
Cc1onc(-c2ccccc2)c1C(=O)Nc1ccc(S(=O)(=O)N2CCCC2)cc1,-3.6%,-3
CCOc1cc(S(=O)(=O)N(CC)CC)ccc1Br,0.1%,6
CNC(=O)c1ccccc1S(=O)c1ccccc1C#N (stereo not given),1.8%,nt
COc1ccc(C(=O)NCc2ccc(-c3nc4ccccc4s3)cc2)cc1,-5.4%,nt
Cc1ccc(NC(=O)c2ccccc2OCC(=O)c2ccc(F)cc2)cc1,0.3%,nt
CCOC(=O)N1CCC(=NNC(=O)c2ccccc2F)CC1,-5.5%,nt
Nc1nc(CSc2ccc(Cl)cc2)nc(N2CCCCC2)n1,-3.9%,-3

Additional structures:
Compound,GlmU inhibition,RmlCD inh 1536
O=C(CCS(=O)(=O)c1cccc2nsnc12)N1CCN(Cc2ccc3c(c2)OCO3)CC1,2.2%,nt
CN(C)c1ccc(NC(=O)c2cccc(N3C(=O)C4C5C=CC(C5)C4C3=O)c2)cc1 (stereo not given),3.6%,-60
CCC(CC)C(=O)Nc1cccc(C(=O)c2ccccc2)c1,-0.4%,-12
O=C(CCS(=O)(=O)c1ccc(Cl)cc1)NCCN1C(=O)S/C(=C\c2ccccc2F)C1=O,-3.1%,-3
COc1cc2c(cc1OC)C1(Nc3c-2c(-c2ccccc2)nn3-c2ccccc2)C(=O)Nc2ccccc21 (stereo not given),0.1%,-3
COc1ccc(N2CCN(CC(=O)NCc3ccccc3)CC2)cc1,-1.7%,8
Cc1cc(C)c(S(=O)(=O)NCC(CCC(=O)O)C(F)(F)F)c(C)c1 (stereo not given),1.6%,-8
CCN(CC)S(=O)(=O)c1cccc(NC(=O)/C=C/c2cccc([N+](=O)[O-])c2)c1,-4.7%,0
CCn1c(SCC(=O)N/N=C/C=C/c2ccco2)nc2ccccc21,-1.2%,-7
CCOC(=O)C1CCCN(c2nnnn2-c2ccccc2)C1 (stereo not given),5.7%,-8
COCc1cc(C)n(CC(=O)Nc2ccccc2C(=O)OC)c(=O)c1C#N,0.7%,nt
COc1ccc(NC(=O)CSc2cc(C(=O)c3nccn3C)c3ccccc3n2)cc1,1.8%,nt
Cc1ccc2nc(SC(C)C(=O)NCc3ccco3)[nH]c2c1 (stereo not given),3.7%,nt
CCN(CCCNC(=O)COc1cc(=O)n(C)c2ccccc12)c1cccc(C)c1,0.8%,4
CCCCOC(=O)NC1CCS(=O)(=O)C1 (stereo not given),1.2%,nt
Cc1onc(-c2ccccc2)c1C(=O)N1CCN(CCc2ccccc2)CC1,-3.6%,-3
C/C(CC1CC(COCC(C)C)OC1=O)=N\NC(N)=S (stereo not given),-2.2%,-7
C#CCn1c(S(=O)(=O)Cc2ccccc2Cl)nc(-c2ccccc2)c1-c1ccccc1,-9.4%,nt
Cc1cccc(NC(=S)NCc2ccco2)n1,-4.8%,-2
Clc1cccc(/C=N/Nc2ncnc3ccccc23)c1,15%*,-8
COc1cc(/C=N/NC(=O)COc2ccccc2C)ccc1OC(=O)c1cccs1,-2.3%,-5
COC(=O)c1ccc(N2CCN(S(=O)(=O)c3ccc(C)cc3)CC2)c([N+](=O)[O-])c1,-1.2%,nt
CN(C)c1ccnc(-n2cccc2/C=N/OCc2ccc(F)cc2Cl)c1C#N,7.6%,-9
O=C(O)C1CCCN1S(=O)(=O)c1ccc2ccccc2c1 (stereo not given),-2.4%,-7
O=C(Nc1nnc(CCN2CCOCC2)s1)c1ccccc1,7.5%,nt
CCOC(=O)c1c(C)nc2ccccc2c1C,2.5%,2
CN1CC(=O)N(CC(=O)Nc2cccc(S(=O)(=O)N3CCOCC3)c2)C1=O,-1.4%,17
CS(=O)(=O)N1CCc2cc(C(=O)N3CCCC3)ccc21,2.2%,-8
CCN(CC)c1ccc(CNc2ccc(Br)cn2)cc1,6.5%,nt
COC(=O)COn1c(SC(C)C)nc2ccccc2c1=O,5.2%,4
CCN(CC)CC(=O)Nc1cccc2c1C(=O)c1ccccc1C2=O,-3.0%,-16
CC(=O)Nc1ccc(Nc2c3ccccc3nc3ccccc23)cc1,-4.5%,-3
O=C(COC(=O)c1ccco1)Nc1ccc(Br)cc1,-2.1%,nt
Cc1ccc(NC(=O)CS(=O)CC(=O)N(C(C)C(=O)NC2CCCCC2)C(C)(C)C)cc1 (stereo not given),3.1%,6
COc1ccc(OC)c(NC(=O)NCc2ccc(F)cc2)c1,4.7%,-6
Cc1ccc2c(c1)C1(SCCS1)C(=O)N2,1.8%,nt
COc1ccc(-c2noc(C3CCCN(S(=O)(=O)c4cccc(Cl)c4)C3)n2)cc1OC (stereo not given),-0.5%,nt

Record cards, from the list above:
CC(=O)Nc1ccc(Nc2c3ccccc3nc3ccccc23)cc1 as listed: GlmU inhibition: -4.5%; RmlCD inh 1536: -3
CN1CC(=O)N(CC(=O)Nc2cccc(S(=O)(=O)N3CCOCC3)c2)C1=O as listed: GlmU inhibition: -1.4%; RmlCD inh 1536: 17
CCOC(=O)c1c(C)nc2ccccc2c1C as listed: GlmU inhibition: 2.5%; RmlCD inh 1536: 2
